Bioassay records: PubChem, several laboratories
Insulin prom up: MIN6 insulin promoter up-regulation; MIN6 insulin promoter-GFP reporter, high-content imaging; active compounds read high; 0.3% of 190,000 active; z-score at 5 µM;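 active = z-score above 3 at 5 µM with at least 500 cells counted in the well; inconclusive = wells under 500 cells, flagged as cytotoxic or low count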
WT yeast gro inh: growth inhibition of WT yeast, mitochondrial fusion screen. AID 1362. mitochondrial fusion phenotypic screen, WT strain. inhibition, % at 10 µM. 2.1% of 190,000 active; in the data active = inhibition above about 58%; tested in S. cerevisiae
Autophagy mod: alters autophagy in cells | MEF GFP-LC3 puncta imaging; test concentration mostly 10 µM | calls only at 10 µM (by protocol) | 0.98% of 190,000 active;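 active = percentage of spot-positive cells more than 3 SD above its plate mean, without a fluorescence outlier flag or 80% toxicity; inconclusive = no clear call, values can overlap the other calls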;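 also: spot-positive cell cutoff set from DMSO-treated cells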
Lipid droplet: modulators of hepatic lipid droplet formation. inhibition, % at 6.5 µM. AML12 mouse hepatocytes, oleate lipid droplets, BODIPY imaging. 0.4% of 240,000 active. AID 1656;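 active = lipid droplet intensity inhibited by at least 50%, with more than 500 cells counted; inconclusive = wells with under 300 cells, treated as cytotoxic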
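material = mouse AML12 hepatocyte cell line, fixed after treatment | also added = 100 µM oleic acid challenge | doses = compound at 6.5 µM only | schedule = overnight exposure | technique = Image-based BODIPY and DAPI two-channel analysis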
Yfh1-depleted yeast: enhancers of respiration in Yfh1-depleted yeast, dose response, Friedreich's ataxia, plus single-dose screen (AID 1465); 0.074% of 220,000 active; S. cerevisiae Yfh1-off respiration, WST-1 reduction, 72 h; higher fold induction means a stronger effect; fold induction at 50 µM, or EC50 in µM where a hit was titrated;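 active = fold induction of absorbance versus untreated yeast above a set limit, then at least 30% activation at any dose in follow-up; inconclusive = repeats straddling the limit, or above it without dose testing; inactive = fold induction below the set limit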;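 also: activators that raise dye reduction in frataxin-depleted yeast; strong numbers were not always called active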
bCat nuc transl: beta-catenin nuclear translocation modulation | HeLa beta-catenin nuclear translocation, immunofluorescence imaging | nuclear translocation activity, % at 5 µM | 0.3% of 190,000 active;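 active = nuclear translocation activity above 50% at 5 µM, with a well cell count of 50 or more; inconclusive = wells under 50 cells across six images, flagged as toxic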;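 also: per-cell ratio of nuclear to cytoplasmic median beta-catenin stain intensity; plate controls were DMSO negative control for no effect and GSK-3 inhibitor IX positive control for full effect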
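Signal – beta-catenin immunofluorescence imaging with DAPI · Test system – human HeLa cell line · Dosing – 5 µM primary single dose, 0.1% DMSO, 0.02–20 µM confirmation series · Measure – % activation, nuclear-to-cytoplasmic median beta-catenin signal ratio per cell · Incubation – 24 h compound exposure at 37°C, 5% CO2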
NOD2 inhibition: inhibition of NOD2-driven NF-kB reporter – cell-based, luminescence, uHTS, HEK293 (AID 1566); inhibition, % at 4 µM, or EC50 in µM where a hit was titrated; HEK293 NOD2/NF-kB luciferase reporter, luminescence; higher % means a stronger effect; 0.63% of 290,000 active; in the data active = inhibition above about 50%; also: many of its hits are not listed in these tables
MT stabilizer: microtubule stabilizers in HeLa cells; HeLa tubulin immunostaining HCS, 24 h; share of cells brighter than vehicle mean+2SD; % tubulin-high responders, % at 10 µM; 0.83% of 200,000 active;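 active = plate Z-score above 3 for both tubulin-high and condensed-nucleus cell shares, with cell loss under 80%, at 10 µM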;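 also: anti alpha tubulin signal scored within the nucleus-defined area of each cell; some results filed as inactive read as strong as hits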
Dynein transport: blocks dynein driven cargo transport along microtubules; 3617.4 mouse cells, GR-EGFP nuclear translocation imaging; test concentration mostly 20 µM; stimulated with dexamethasone, 1 µM; active compounds read low; z-score, hits read low; 0.47% of 220,000 active; AID 1381;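 active = plate z-score of nuclear minus cytoplasmic receptor signal below a set negative limit, without overly bright fluorescence or cell loss, cut at about -3.5 in these data, passing the limit was not always enough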;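 also: z-score of nuclear minus cytoplasmic ring GR-EGFP intensity difference per well; some compounds called inactive have numbers as strong as hits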
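Also added: dexamethasone, 1.0 µM final. Medium: tet-free, stripped-serum medium. Detection: fixed, Hoechst-stained cells imaged at 10x for EGFP. Read-out: nuclear-to-cytoplasmic GR-EGFP distribution per well. Times: induction 48 h, compound 1 h, agonist 30 min.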
WT yeast gro inh mutant strain: further read-out of WT yeast gro inh, marked with its call; inhibition, %; mitochondrial fusion phenotypic screen, mutant strain inhibition
Dynein transport cytoplasmic EGFP: also measured in Dynein transport; calls as there; z-score; measured here: cytoplasmic GR-EGFP intensity; active compounds read high
Dynein transport nuclear GR-EGFP: also measured in Dynein transport; calls as there; z-score; measured here: nuclear GR-EGFP intensity;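 lower value marks the stronger effect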
Dynein transport cell count: second read-out of Dynein transport, no call of its own (marks repeat the call); z-score; measured here: cell count per field
Insulin prom up cell count: also measured in Insulin prom up; calls as there; cell count; measured here: cytotoxicity, nuclei count;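 total cells summed across four imaged fields per well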
Lipid droplet cells 6.5 µM: also measured in Lipid droplet; calls as there; cell count; measured here: cell count, cytotoxicity flag;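 cells counted across two imaged fields per well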
bCat nuc transl cell count 5 µM: further read-out of bCat nuc transl, marked with its call; cell count; measured here: cell count, cytotoxicity flag
MT stabilizer Hoechst-high %: recorded beside MT stabilizer, whose call it bears; % Hoechst-high responders; measured here: nuclear condensation Hoechst responders;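 share of cells brighter than vehicle mean plus two SD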
MT stabilizer cytotoxicity %: recorded beside MT stabilizer, whose call it bears; toxicity, %; measured here: cytotoxicity by cell density;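 0% = mean cell density of plate MIN control wells and 100% = no cells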
Autophagy mod cell loss 18 h: also measured in Autophagy mod; calls as there; toxicity, %; measured here: cell loss, nuclei count;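 cell loss after 18 h compound exposure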
Numbers without * were called inactive; i = inactive; ? = inconclusive; . = not tested or not shown. A portion of the library; count on the stated rates, not on these rows.

structure	Insulin prom up	Insulin prom up cell count	WT yeast gro inh	WT yeast gro inh mutant strain	Autophagy mod	Autophagy mod cell loss 18 h	Lipid droplet	Lipid droplet cells 6.5 µM	Yfh1-depleted yeast	bCat nuc transl	bCat nuc transl cell count 5 µM	NOD2 inhibition	MT stabilizer	MT stabilizer Hoechst-high %	MT stabilizer cytotoxicity %	Dynein transport	Dynein transport cytoplasmic EGFP	Dynein transport nuclear GR-EGFP	Dynein transport cell count
Cn1nnc(NC(=O)CSc2nnnn2-c2ccc(F)cc2)n1	-0.03	1237	-3	-9	i	-11	-3	759	i	.	.	1%	3.1	1.4	5.0	-0.073	-0.26	-0.24	-0.6
Cc1cccc(NC(=O)CSc2nnc(-c3cc(C)n(-c4ccccc4)c3C)o2)c1C	0.14	981	35	-11	i	-8	-9	681	.	0.3	1135	-5%	3.9	2.9	13	2.8	0.079	2	-1.8
Cc1ccc(CSc2nc3c(c(=O)[nH]2)CCC3)cc1	1.5	745	7	6	i	24	0	747	i	-1.5	1145	6%	1.8	1.5	9.2	-0.38	-0.27	0.096	0.65
Cc1cc(C(=O)CN2C(=O)NC3(CCCC3)C2=O)c(C)n1-c1ccc2c(c1)OCO2	-0.85	1486	2	11	i	10	-24	547	i	0.8	1064	7%	2.0	3.8	8.8	-0.7	-0.26	-0.55	0.82
C#CCOc1ccc(Br)cc1/C=N/O	.	.	7	5	i	2	5	750	i	-13	1154	-4%	1.8	1.5	6.5	-0.84	-0.082	-0.3	1.1
Cc1cc(Cl)ccc1Oc1nccc(N(C)C)c1C#N	-0.38	1527	5	-5	i	-1	.	.	i	0.4	1390	0%	1.2	1.2	7.4	-0.71	-0.26	-0.21	-0.099
CCc1ccc(-n2c(SCC(=O)N3CCC(C(=O)O)CC3)nnc2-c2ccncc2)cc1	0.87	1222	18	9	i	14	3	682	i	-1.8	1100	-2%	4.0	1.7	12	-0.24	-0.19	-0.2	0.78
Cn1c(C(=O)NCCCN2CCCC2=O)cc2c(=O)n(C)c3ccccc3c21	-0.52	1016	3	4	i	3	.	.	i	2.5	1216	5%	8.6	3.3	6.1	1.1	-0.1	0.9	-0.24
CC[n+]1c(C)n(-c2ccccc2)c2ccc(NC(C)=O)cc21	?	.	5	-23	i	12	2	671	i	1.7	1058	27%	2.0	1.5	1.5	0.005	-0.16	-0.12	-0.2
CCC(C)c1ccc(O)c(NC(=O)c2cccnc2)c1 (stereo not drawn)	0.33	913	18	22	i	-5	.	.	i	.	.	3%	2.0	1.5	7.9	-0.31	0.69	0.15	-0.3
COC(=O)Cn1cnc2c(cnn2-c2ccccc2)c1=O	.	.	-5	11	i	-40	0	699	i	-0.6	1155	11%	3.2	2.4	0.2	-0.44	-0.32	-0.14	0.44
COc1cccc2sc(Nc3nc(-c4cc5ccccc5oc4=O)cs3)nc12	0.42	840	-2	-3	i	29	?	.	.	122*	247*	-26%	18*	53*	40*	-0.16	0.34	-0.18	-0.63
O=C(Nc1cccc(F)c1)c1ccc(CSc2ccccc2)o1	0.98	1212	54	5	i	4	0	441	i	1.5	889	-53%	5.2	2.3	7.4	0.43	-0.22	0.055	-0.54
CCCS(=O)(=O)N1CCN(Cc2ccccc2OCC)CC1	-0.54	1144	-4	-4	i	11	.	.	i	-5.1	1022	-1%	2.4	1.7	8.8	-0.86	-0.14	0.26	0.52
CC(C)CN1CCN(Cc2cc(F)ccc2-n2cccn2)CC1CCO (stereo not drawn)	-0.56	1474	-3	9	i	11	2	713	i	-1.1	1011	-13%	4.1	3.5	6.3	-0.64	-0.25	-0.5	0.63
O=C(Nc1ccc(N2CCN(c3ccc(C(F)(F)F)cn3)CC2)nc1)c1cccs1	-0.34	1377	.	.	.	.	24	735	i	-0.5	1033	-8%	.	.	.	-0.43	-0.25	-0.23	1.1
Clc1ccc(CSCCc2ccncc2)cc1	0.8	823	2	-22	i	49	-1	812	.	-6.9	1120	10%	2.3	1.7	2.7	-0.2	-0.29	0.5	1
Cn1c(=O)oc2cc(S(=O)(=O)N3CCC4(CC3)OCCO4)ccc21	1.1	1249	2	-13	i	13	.	.	i	-4.2	982	12%	2.6	2.2	5.8	-1	0.51	-0.48	1.5
CCOC(=O)c1cc(C(=O)OCC)cc(-n2cc(O)c(C(=O)OCC)n2)c1	-0.55	1577	-6	4	i	1	.	.	i	0.1	1358	8%	2.3	1.2	7.0	-0.84	-0.25	-1.2	0.59
COc1ccc(OC)c(Cc2nnc(CCC(=O)NC3CCCCCCC3)o2)c1	-0.18	1367	-3	-10	i	16	-10	658	i	0.5	1483	-26%	3.3	2.0	5.0	-1.2	-0.24	-0.27	0.89
Cc1c(S(=O)(=O)N2CCOCC2)c(=O)n(C)c(=O)n1C	-0.04	1751	0	-7	i	-2	-5	540	i	0.0	955	11%	2.6	3.2	5.1	-0.19	-0.29	-0.096	0.25
CCN(CC)C(=S)Nc1ccc2nc3n(c(=O)c2c1)CCCCC3	1.4	1327	7	7	i	4	2	679	i	0.8	1023	17%	4.0	0.9	1.3	3.3	-0.24	1.6	-1.2
COc1ccc(C(CC(=O)Nc2nccs2)n2cccc2)cc1 (stereo not drawn)	0.21	1540	6	-7	i	20	.	.	i	-2.9	1005	-114%	7.1	1.7	5.1	3.1	0.56	3	-3.1
CC1(C)CC(=O)N(CC(=O)N2CCN(c3ncccn3)CC2)c2ccccc2S1(=O)=O	-0.4	1613	4	0	i	12	17	627	i	3.4	1041	7%	3.4	3.6	6.2	-0.12	-0.2	0.19	0.034
CCS(=O)(=O)c1ccc2c(c1)N(S(C)(=O)=O)CC(C(=O)NN)O2 (stereo not drawn)	-0.14	1521	-14	-7	i	2	2	680	i	-2.4	1096	16%	2.2	1.8	4.5	0.97	0.97	0.65	-1.8
Cc1ccc(NC(=O)COC(=O)Cc2csc(-c3cccc(F)c3)n2)cc1C	0.31	1326	5	8	i	-6	31	681	i	-0.6	1011	13%	2.4	2.5	3.1	-0.21	-0.28	-0.56	-0.13
COc1cc(OC)c(C2C(C#N)=C(C)NC(C)=C2C#N)c(C(=O)O)c1	0.9	1061	.	.	.	.	-10	629	i	-0.8	1321	12%	.	.	.	-0.83	-0.25	-0.56	0.63
CCn1cc(C2=NC(CCSC)CO2)c2ccccc21 (stereo not drawn)	0.08	1286	15	9	i	13	-7	734	i	0.7	1055	0%	2.1	1.2	9.2	-0.15	-0.087	-0.34	0.41
CCN(CC)CCNS(=O)(=O)c1ccc(/C=C/C(=O)O)cc1	0.12	1687	-9	2	i	3	21	659	i	-3.9	1045	17%	6.4	1.4	7.9	-0.58	-0.27	-0.43	0.41
COC(=O)c1cc(COC(=O)c2ccc3ccccc3n2)oc1C	0.16	1122	-4	-9	i	-8	-4	743	i	-0.5	1241	-3%	5.3	3.7	8.5	1.2	-0.3	0.65	-0.91
COc1ccccc1OCCCn1c(=O)sc2ccccc21	0.29	1131	-6	-24	i	14	.	.	i	2.4	1085	-34%	4.1	1.5	1.7	-0.58	-0.47	0.018	-0.28
